GLS inhibitor = inhibitors of human glutaminase (GLS); O94925; GLS enzymatic activity, qHTS titration; Potency, µM (highest dose often 45.5 µM), for inactives: at the top dose activity change, negative = inhibition, actives largely listed as inhibitors; 410,000 tested, 0.21% active; further: potency means the concentration at half of the fitted maximal effect; on the % scale 0 is the no-effect control and ±100 the full control effect
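Assay buffer: 45 mM KH2PO4 pH 8.2, 0.02% Tween-20. hKGA acts on L-glutamine (1 mM solution added); product glutamate is reported by an oxidase/peroxidase Amplex Red coupling, with fluorescence taken at baseline and 30 min.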
TrxR1 substrate = substrates of rat thioredoxin reductase 1; O89049; purified TrxR1 substrate turnover, NADPH consumption readout; Potency, µM (doses to about 114 µM), for the others: top-dose activity change, negative = substrate turnover; 390,000 tested, 0.01% active; AID 588456; further: potency means the concentration at half of the fitted maximal effect; on the % scale 0 is the no-effect control and ±100 the full control effect; nearly all actives have a fitted effect of over 50% in size
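Rat TrxR1, dispensed at 90 nM, was prereduced with 400 uM NADPH (final) for 5 min at ~22 deg C, then incubated with compound 15 min before 400 uM selenite. A first-read NADPH fluorescence drop versus no-compound background flagged substrates.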
HP1b binding inh = blocks HP1-beta chromodomain binding to methylated histone tails; P83916; AlphaScreen HP1-beta / biotin-H3K9me3 peptide binding; Potency, µM (doses to about 114 µM), for the others: at the highest dose activity change, negative = inhibition, usual class: inhibitors; 390,000 tested, 0.56% active; further: potency means the concentration at half of the fitted maximal effect; nearly all actives have a fitted effect of over 70% in size; inactives centre near 23
Target sequence (P83916 whole entry, looked up): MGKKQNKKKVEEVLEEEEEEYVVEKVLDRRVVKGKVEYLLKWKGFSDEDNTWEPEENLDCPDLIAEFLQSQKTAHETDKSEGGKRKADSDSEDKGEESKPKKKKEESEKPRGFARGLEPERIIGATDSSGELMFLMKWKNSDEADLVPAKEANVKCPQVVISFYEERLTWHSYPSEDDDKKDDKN
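HP1-beta protein (50 nM final) preincubated 30 min at room temperature with biotinylated H3(1-18)K9me3 peptide (50 nM) in PBS pH 7.4, 0.01% Tween-20, then compound added for 30 min. AlphaScreen streptavidin donor/nickel chelate acceptor beads (10 ug/mL final), 30 min dark, luminescence read.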
rTrxR1 inhibitor = inhibitors of rat thioredoxin reductase 1; recombinant rTrxR1, NADPH fluorescence consumption, selenite substrate; Potency, µM (doses to about 114 µM), for the others: at the top dose activity change, negative = inhibition, most hits filed as inhibitors; 390,000 tested, 1% active; further: potency means the concentration at half of the fitted maximal effect; on the % scale 0 is the no-effect control and ±100 the full control effect; nearly all actives have a fitted effect of over 65% in size
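Rat TrxR1 (90 nM in the dispensed reagent) was pre-reduced with 400 uM NADPH for 5 min at room temperature, then incubated with compound for 15 min. After 400 uM selenite was added, NADPH fluorescence (Ex 340/Em 450 nm) was followed for 8 min.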
IDH1 R132H inh = blocks human mutant IDH1 R132H enzyme. IDH1-R132H enzyme, NADPH consumption, diaphorase/resazurin fluorescence. Potency, µM (titrated, usually from 76.6 µM), for inactives: at the highest dose activity change, negative = inhibition, usual class: inhibitors. 390,000 tested, 0.093% active; further: potency means the concentration at half of the fitted maximal effect; on the % scale 0 is the no-effect control and ±100 the full control effect; nearly all actives have a fitted effect of over 65% in size
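IDH1-R132H (0.5 ug/mL dispensed) in pH 7.5 Tris buffer was preincubated 30 min with compound, then given a substrate mix of 0.016 mM NADPH and 2 mM alpha-KG for 80 min at room temperature; remaining NADPH was read by diaphorase/resazurin fluorescence.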
Pin1 inh = blocks the human prolyl isomerase Pin1; Q13526; Potency, µM (series often up to 115 µM), inactives show at the highest dose activity, negative = inhibition, actives largely listed as inhibitors; 390,000 tested, 0.009% active; Pin1 FP peptide displacement, HiFluor488, 10 min; active means well fitted inhibition curve with a large enough effect in the polarisation, with a control signal flat, not every such curve was filed as active; inconclusive means small, poorly fitted or top-dose-only effect, or effect the other way, or a change in a side signal; inactive means no such curve, though single readings can be large or run the other way; the % refers to the polarisation; further: potency means the concentration at half of the fitted maximal effect; on the % scale 0 is the no-effect control and ±100 the full control effect
USP1 inh = inhibitors of human USP1/UAF1 deubiquitinase | O94782 | recombinant USP1/UAF1, Ub-Rhodamine cleavage fluorescence | Potency, µM (titrated, usually from 57.1 µM), inactives show at the highest dose activity change, negative = inhibition, hits mostly inhibitors | 390,000 tested, 0.23% active | AID 743255; further: potency means the concentration at half of the fitted maximal effect; on the % scale 0 is the no-effect control and ±100 the full control effect; nearly all actives have a fitted effect of over 60% in size; inactives centre near -12
Target sequence (O94782 whole entry, looked up): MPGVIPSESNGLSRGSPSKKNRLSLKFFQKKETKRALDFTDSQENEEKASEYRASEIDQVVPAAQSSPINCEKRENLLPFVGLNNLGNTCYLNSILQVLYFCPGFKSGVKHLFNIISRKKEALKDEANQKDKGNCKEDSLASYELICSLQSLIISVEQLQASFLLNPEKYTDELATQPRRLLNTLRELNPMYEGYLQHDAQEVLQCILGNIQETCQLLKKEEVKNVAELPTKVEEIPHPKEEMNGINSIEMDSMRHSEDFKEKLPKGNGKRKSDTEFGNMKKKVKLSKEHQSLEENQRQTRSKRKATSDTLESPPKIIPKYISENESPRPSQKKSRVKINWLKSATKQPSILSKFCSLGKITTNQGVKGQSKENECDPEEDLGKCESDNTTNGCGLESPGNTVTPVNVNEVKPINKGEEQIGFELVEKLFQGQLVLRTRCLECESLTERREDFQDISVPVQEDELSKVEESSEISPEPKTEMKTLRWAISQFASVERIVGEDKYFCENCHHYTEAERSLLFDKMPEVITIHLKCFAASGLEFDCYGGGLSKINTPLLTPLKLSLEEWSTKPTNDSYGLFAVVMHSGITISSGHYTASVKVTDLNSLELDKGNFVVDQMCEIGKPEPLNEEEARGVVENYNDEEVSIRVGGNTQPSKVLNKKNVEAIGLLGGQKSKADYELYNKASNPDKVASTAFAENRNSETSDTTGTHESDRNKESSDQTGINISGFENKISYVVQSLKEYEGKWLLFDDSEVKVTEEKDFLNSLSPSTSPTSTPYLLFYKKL
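In this screen, compounds sit with the deubiquitinase complex (1nM) for 15 min at room temperature before Ub-Rho is added at 150nM final. Fluorescence rise is then followed for 6 reads every 60 seconds.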
PGK inhibitor = blocks T. brucei phosphoglycerate kinase | Potency, µM (top dose mostly 57.5 µM), inactives show top-dose activity change, negative = inhibition, actives largely listed as inhibitors | P07378 | PGK/GAPDH coupled, Kinase-Glo luminescence, 60 min | AID 602233 | 380,000 tested, 0.043% active; further: potency means the concentration at half of the fitted maximal effect; on the % scale 0 is the no-effect control and ±100 the full control effect; nearly all actives have a fitted effect of over 60% in size
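Recombinant glycosomal PGK reaction used 1,3-bisphosphoglycerate generated in-well by GAPDH (100nM final) in 100mM TEA pH 7.6, 5mM MgCl2, 0.01% Tween-20. After 60 minutes at room temperature, ATP was read by Kinase-Glo Plus luminescence end-point.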
PI4K2A inh = inhibitors of human PI4K2A. Q9BTU6. purified PI4K2A, ADP-Glo luminescence, 1 h; hits give low values. activity change, negative = inhibition, % at 76.9 µM. 420,000 tested, 0.13% active. AID 1346378; in the data active means activity change below about -50%; inconclusive means mostly about -30% to -49%;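 further: -100% = wells without enzyme as full effect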
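ADP-Glo luminescence measured ADP generated by PI4K2A enzyme (4 ug/mL before mixing) with 1.2 mM PI substrate (pre-mix) and 300 microM ATP (pre-mix). Tris pH7.5 buffer with MgCl2, Triton X-100; 1 h reaction at ambient temperature.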
* hit, by the source's call; i = inactive; ? = inconclusive; . = no result given; [ ] = another dose, or the depositor's remark. Unless noted, the call rests on the fitted dose curve; in most records, active means well fitted curve in the direction sought with a large enough effect; inconclusive means small, poorly fitted or top-dose-only effect, or another doubt; inactive means no such curve, though single readings can be large; an effect the other way counts as inactive or inconclusive. A portion of the library. The share of hits here may be higher or lower than overall.

HP1b binding inh	USP1 inh	TrxR1 substrate	PI4K2A inh	rTrxR1 inhibitor	PGK inhibitor	Pin1 inh	IDH1 R132H inh	GLS inhibitor	Compound
22.9%	-17.6%	-0.3%	-7.6	7.7%	-1.1%	7.9%	5.2%	0.3%	CC(=O)Nc1cccc(NC(=O)c2ccc([N+](=O)[O-])cc2Cl)c1
18.5%	-22.2%	9.2%	4.7	15.1%	1.7%	-19.6%	-7.2%	-8.3%	CCOc1cc(C(=O)Nc2ccc(S(=O)(=O)Nc3cnc4ccccc4n3)cc2)cc(OCC)c1OCC
29.3%	-18.0%	5.1%	-2.1	10.9%	-1.5%	2.6%	0.0%	-3.4%	Cc1c(NC(=O)CC2CC(C)OC2=O)c(=O)n(-c2ccccc2)n1C (centres undefined)
40.3%[activator]	-3.2%	13.3%[57.1 µM]	-1.9	-51.0%[57.1 µM]	.	2.7%	7.2%	35.1%[activator]	COc1ccccc1N1CCN(CC(O)COc2ccc(S(=O)(=O)N3CCOCC3)cc2)CC1 (centres undefined)
21.7%	-18.4%	33.4%[activator]	-7.1	12.0%	9.0%	57.3%[activator]	-2.5%	0.7%	Cc1ccc(CCNC(=O)c2ccc(Cn3c(=O)c4cccn4c4cccnc43)cc2)cc1
69.7%[activator]	-22.9%	7.3%	-0.7	25.1%	i	-4.3%	0.0%	1.4%	CC1(C)OC(C)(C)/C(=C\c2ccccc2[N+](=O)[O-])C1=O
21.8%	-12.6%	-9.3%[57.1 µM]	1.1	8.6%[57.1 µM]	i	3.0%	10.7%	1.3%	COC(=O)C(CCSC)NC(=O)C(NC(=O)C1CCC(C)CC1)C(C)C (centres undefined)
42.0%[activator]	?	3.3%	-1.6	13.8%	-9.0%	-1.1%	-7.8%	-0.1%	CCOc1ccc(NC(=O)CSc2nc3c([nH]c4ccccc43)c(=O)n2C)cc1
19.5%	-5.2%	9.6%	-0.3	28.1%	-5.7%	8.2%	-1.2%	-0.9%	O=C(NCc1ccc2c(c1)OCO2)Nc1cccc2ccccc12
-11.2%	?	15.3%[57.1 µM]	-55.3*	-16.1%[57.1 µM]	-7.2%	41.9%[activator]	-2.1%	-13.1%	Cc1ccc(-c2ccc(C(=O)Nc3ccccc3)o2)c2ccccc12
52.1%	-27.6%	8.0%	0.7	1.1%	-6.1%	-12.4%	-4.1%	-5.3%	CCC(C)[C@H](NC(=O)[C@H](Cc1ccccc1)n1c(=O)[nH]c2ccccc2c1=O)C(=O)N1CCC(C(=O)O)CC1 (some centres undefined)
40.1%[activator]	-29.7%	12.9%[57.1 µM]	-2.2	16.7%	i	-7.4%	-7.3%	-14.7%	COC(=O)[C@@]1(Cc2ccc(OC)cc2)[C@@H]2[C@@H](CC(=O)[C@H]2CC(=O)C(=O)N(C)C)CN1C(=O)c1ccccc1
54.0%[activator]	-20.2%	-1.7%	1.1	-26.7%	1.8%	0.1%	2.7%	3.2%	CCC(CC)c1nn2c(=O)cc(COc3ccc(NC(=O)c4ccccc4Cl)cc3)nc2s1
14.1%	-9.6%	0.9%	-1.6	11.8%	-7.0%	-4.5%	3.1%	25.2%	O=C(Nc1cc(S(=O)(=O)N2CCOCC2)ccc1N1CCCC1)C1COc2ccccc2O1 (centres undefined)
50.5%[activator]	-14.0%	-4.8%	-0.6	-19.2%	2.1%	3.0%	0.0%	6.7%	COc1ccc(NC(=O)C/C(C)=N/NC(=O)c2cnccn2)cc1Cl
-16.1%	-17.8%	-1.1%[57.1 µM]	3.4	17.7%[57.1 µM]	i	7.1%	15.1%	-14.3%	O=C1CC(c2ccco2)Cc2nc(N3CCN(Cc4ccc5c(c4)OCO5)CC3)ncc21 (centres undefined)
7.9%	-19.6%	-6.3%	-1.4	-10.3%[57.1 µM]	-2.7%	6.3%	-3.1%	4.6%	CCOC(=O)c1cc2c(ccn2C)n1CC(=O)N1CCN(c2cccc(C(F)(F)F)c2)CC1
29.0%	-18.9%	-7.4%[57.1 µM]	-6.1	6.4%[57.1 µM]	i	-5.6%	3.0%	-1.0%	C=CCn1c(COc2ccccc2)nnc1SCC(=O)O
46.6%[activator]	-24.7%	-2.9%	3.0	19.8%	1.9%	?	-11.0%	0.4%	Cc1cc(C)cc(NC(=O)c2cccc(N3C(=O)C4C5C=CC(C5)C4C3=O)c2)c1 (centres undefined)
28.6%	-9.2%	3.5%	-2.4	5.2%	1.7%	2.3%	22.4%	11.8%	O=C(Nc1ccncc1)Nc1cccc(F)c1
3.5%	-6.3%	11.9%[57.1 µM]	0.0	-2.9%[11.4 µM]	0.9%	-0.3%	0.9%	-0.4%	Cc1cc(C(=O)OCC(=O)N2CCCC2)c2ccccc2n1
56.5%[activator]	-14.6%	6.4%[57.1 µM]	4.3	30.2%[57.1 µM]	-5.7%	-4.3%	-2.9%	-11.6%	CN(c1ccccn1)c1ncnc2[nH]ncc12
35.3%	-14.3%	-4.3%	0.6	6.7%[57.1 µM]	-0.1%	-9.1%	4.3%	-14.2%	O=C(CSCc1c(Cl)cccc1Cl)Nc1cccnc1
46.7%[activator]	-16.0%	2.9%	-2.1	11.0%	.	1.6%	1.5%	1.9%	COc1cc2ncnc(NCc3ccc4c(c3)OCO4)c2cc1OC
22.9%	?	-1.0%	1.1	2.8%[57.1 µM]	.	83.5%[activator]	-0.4%	0.1%	CCCCCCOc1ccc(N2C(=O)CC(S/C(N)=N/N=C(\C)c3cccs3)C2=O)cc1 (centres undefined)
36.4%	3.1%	-4.9%	-1.1	-6.6%	0.5%	0.5%	-7.7%	-1.1%	COc1ccc(NC(=O)CC2SC(=Nc3ccccc3)NC2=O)c(OC)c1 (centres undefined)
72.5%[activator]	-17.6%	3.8%[57.1 µM]	-11.1	17.1%[57.1 µM]	-4.6%	3.1%	21.7%	-26.5%	COc1ccc(C(=O)Nc2ccc3ccccc3c2)c(OC)c1
17.0%	-21.7%	-6.1%	1.7	?	i	?	0.0%	13.4%	CC1=C(C(=O)Nc2ccccc2)C(c2cccc(O)c2)n2nc(-c3ccccc3Cl)nc2N1 (centres undefined)
11.5%	-2.3%	0.6%[57.1 µM]	3.6	12.9%[57.1 µM]	-9.1%	-1.4%	4.9%	0.1%	CCOc1ccc(N(C(=O)CNC(=O)c2ccco2)C(C(=O)NC2CCCC2)c2ccco2)cc1 (centres undefined)
28.0%	-20.6%	-4.6%	7.1	8.4%	-0.6%	-1.4%	3.6%	-26.6%	COc1c(C)cc(C(=O)C2CCCN(C(=O)c3cc(C4CC4)[nH]n3)C2)cc1C (centres undefined)
17.2%	-15.1%	6.2%	-2.3	20.5%	-7.5%	-1.9%	1.3%	-2.3%	Cc1cc(C)n(CC(O)COc2ccccc2C(=O)Nc2ccccc2)n1 (centres undefined)
-2.9%	-20.4%	4.9%	-0.2	24.6%	-4.6%	1.7%	1.3%	0.5%	CN(C)[C@H]1N(C(=O)c2ccc(Br)cc2)N=C2c3ccccc3S(=O)(=O)N21
43.9%[activator]	-24.5%	3.3%[11.4 µM]	-1.8	-0.6%	3.3%	?	15.7%	7.7%	COc1cc(/C=C(\C#N)c2nc3ccc(C)cc3[nH]2)ccc1OC(C)C
69.5%[activator]	-5.1%	-6.6%	-0.3	9.4%	i	-1.1%	12.6%	6.1%	CCOc1ccc(S(=O)(=O)Nc2ccccc2SC)cc1
13.2%	-15.7%	-3.4%	-3.2	-7.8%	15.4%	-3.0%	1.3%	0.2%	CC(=O)c1ccc(OCCCC(=O)NC2=NCCS2)cc1
29.5%	-10.3%	-9.2%	1.2	0.3%	-0.6%	-5.9%	3.3%	0.3%	COc1cccc(NC(=O)C(Cc2ccccc2)NC(=O)C2CCC(C)CC2)c1 (centres undefined)

Among those listed so far, these contain a COOH group:
HP1b binding inh	USP1 inh	TrxR1 substrate	PI4K2A inh	rTrxR1 inhibitor	PGK inhibitor	Pin1 inh	IDH1 R132H inh	GLS inhibitor	Compound
52.1%	-27.6%	8.0%	0.7	1.1%	-6.1%	-12.4%	-4.1%	-5.3%	CCC(C)[C@H](NC(=O)[C@H](Cc1ccccc1)n1c(=O)[nH]c2ccccc2c1=O)C(=O)N1CCC(C(=O)O)CC1 (some centres undefined)
29.0%	-18.9%	-7.4%[57.1 µM]	-6.1	6.4%[57.1 µM]	i	-5.6%	3.0%	-1.0%	C=CCn1c(COc2ccccc2)nnc1SCC(=O)O

High-throughput results: PubChem BioAssay, National Center for Advancing Translational Sciences (NCATS)
